# CIT2-GFP yeast: modulators of TOR pathway CIT2-GFP in S. cerevisiae. S. cerevisiae CIT2-GFP strain, flow cytometry, 3 h; 100 means same as DMSO wells. GFP response vs DMSO, % at 10 µM. 320,000 tested, 0.065% active;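 active = GFP response relative to DMSO above a set limit, near the screen mean plus 3 SD, cut at about 150% in these data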;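 also: ratio of well median GFP fluorescence to mean of DMSO wells on the plate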
# CR mimetic SO: yeast age-related superoxide inhibition as caloric restriction mimetic. S. cerevisiae aged cells, superoxide DHE fluorescence; hits give low values. superoxide response (% of plate mean), % at 10 µM. 330,000 tested, 0.18% active. AID 2690;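 active = superoxide response under a set limit, about three screen SD below normal, cut at about 65% in these data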;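 also: yeast aged for seven days with compound at 30 °C before DHE staining; 100% = average MFI of all compound-treated wells on the plate with controls excluded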
# GLD-1 RNA inh: GLD-1-TGE RNA interaction inhibition (C. elegans); Q17339; purified GLD-1 + fluorescein TGE RNA, fluorescence polarization; inhibition, % at 5.96 µM; 320,000 tested, 0.44% active; AID 2280;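 active = percent inhibition above a per-plate cutoff, the plate mean of test compounds plus 3 SD, cut at about 30% in these data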;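 also: 0% = DMSO wells with GLD-1 and probe and 100% = wells lacking GLD-1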
# VLA-4 inh: inhibition in a human VLA-4 binding assay; VLA-4 expressing cells, ligand binding flow cytometry; inhibition, % (about 7 µM as worked out from the volumes in the protocol); 330,000 tested, 0.2% active; AID 2557; in the data active = inhibition above about 50%
# BCLXL inh: inhibitors of human Bcl-xL; GST-Bcl-xL / FITC-Bim BH3 peptide fluorescence polarization; AID 2129; inhibition, % at 10.9 µM; 320,000 tested, 0.7% active;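 active = inhibition above the mean of all tested compounds plus 3 SD, cutoff set per campaign, cut at about 30% in these data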;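 also: 0% = DMSO wells and 100% = unlabeled Bim-BH3 peptide competitor; inhibitors lower millipolarization by displacing the labeled peptide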
# Target sequence (Q07817 whole entry, looked up): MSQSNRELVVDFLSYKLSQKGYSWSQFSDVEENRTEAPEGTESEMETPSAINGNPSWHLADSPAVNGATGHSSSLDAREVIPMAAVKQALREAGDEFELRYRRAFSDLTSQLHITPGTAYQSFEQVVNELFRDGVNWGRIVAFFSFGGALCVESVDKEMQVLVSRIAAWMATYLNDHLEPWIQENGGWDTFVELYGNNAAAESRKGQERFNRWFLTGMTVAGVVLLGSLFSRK
# AGP1-GFP MLPCN: modulators of TOR pathway AGP1-GFP in S. cerevisiae; S. cerevisiae AGP1-GFP multiplex flow cytometry, 3 h; GFP as percent of DMSO wells; GFP response vs DMSO, % at 10 µM; 320,000 tested, 0.02% active; AID 2066;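 active = GFP response relative to DMSO above a set limit, near screen average plus 3 SD, cut at about 150% in these data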;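 also: median GFP channel fluorescence of the gated AGP1 strain per well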
# MCL1 BIM primary: inhibitors of human MCL1 binding to BIM-BH3 peptide; Q07820; GST-MCL1 / FITC-Bim-BH3 fluorescence polarization; inhibition, % at 10.9 µM; 320,000 tested, 0.68% active;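 active = inhibition above the mean inhibition of all tested compounds plus 3 SD, set per campaign, cut at about 40% in these data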;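 also: 0% = DMSO wells and 100% = unlabeled Bim-BH3 peptide control; higher means more loss of mP so more displacement of Bim peptide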
# Target sequence (Q07820 whole entry, looked up): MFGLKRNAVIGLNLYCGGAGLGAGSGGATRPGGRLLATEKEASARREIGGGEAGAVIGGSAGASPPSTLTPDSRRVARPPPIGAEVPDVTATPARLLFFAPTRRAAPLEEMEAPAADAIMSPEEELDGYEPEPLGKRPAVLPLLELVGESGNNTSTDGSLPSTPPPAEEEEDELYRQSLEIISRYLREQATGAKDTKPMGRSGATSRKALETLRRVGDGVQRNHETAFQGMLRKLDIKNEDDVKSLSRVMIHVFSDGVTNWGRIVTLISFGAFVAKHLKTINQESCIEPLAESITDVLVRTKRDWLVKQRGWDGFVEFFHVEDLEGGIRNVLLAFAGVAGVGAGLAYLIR
# MEX-5 binding: C. elegans MEX-5 TCR-2 RNA binding activity; Q9XUB2; MEX-5/FITC-TCR2 RNA binding, fluorescence polarization; hits give low values; activity score (negative = inhibition of binding), % at 10 µM; 300,000 tested, 0.38% active; AID 1832;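 active = inhibition past about -25% in most replicates, and total fluorescence under double the plate's negative control median, limit read from the data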;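 also: 0% = DMSO and -100% = 5 µM competing unlabeled TCR2 RNA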
# Target sequence (Q9XUB2 whole entry, looked up): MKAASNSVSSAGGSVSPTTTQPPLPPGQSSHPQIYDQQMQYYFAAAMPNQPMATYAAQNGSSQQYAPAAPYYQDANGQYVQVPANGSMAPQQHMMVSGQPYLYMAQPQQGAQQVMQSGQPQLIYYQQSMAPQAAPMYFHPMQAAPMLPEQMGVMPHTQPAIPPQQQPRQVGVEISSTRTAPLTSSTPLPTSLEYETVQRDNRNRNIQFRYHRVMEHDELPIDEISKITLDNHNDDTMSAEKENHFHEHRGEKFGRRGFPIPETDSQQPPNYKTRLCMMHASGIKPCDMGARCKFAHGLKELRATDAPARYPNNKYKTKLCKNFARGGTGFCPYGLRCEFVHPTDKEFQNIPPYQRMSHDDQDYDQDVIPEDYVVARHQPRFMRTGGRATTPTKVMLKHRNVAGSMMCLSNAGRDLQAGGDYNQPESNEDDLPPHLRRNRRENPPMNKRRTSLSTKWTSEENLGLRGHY
# GRK2 inh: blocks RNA aptamer binding to human GRK2; AID 488847; bead flow cytometry, FAM-aptamer displacement from GRK2; 330,000 tested, 0.59% active; inhibition of aptamer binding, % at 10 µM;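 active = inhibition of aptamer binding above 40%, roughly 3 SD of noise, on plates passing a quality check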;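 also: median bead fluorescence of bound FAM aptamer so fluorescent compounds give negative values; no value below 0 was filed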
# Active calls of the source: *; / = not tested or not shown.
SMILES,CIT2-GFP yeast,CR mimetic SO,GLD-1 RNA inh,VLA-4 inh,BCLXL inh,AGP1-GFP MLPCN,MCL1 BIM primary,MEX-5 binding,GRK2 inh
CCC(=O)OC1(C)C(=O)C=C2C=C(CCCCNC(=O)OC(C)(C)C)OC=C2C1=O (centres undefined),72.0,100.6,50.1*,2.0,26.2,82.6,32.6,-20.4,0.0
CC(C)S(=O)(=O)c1csc(C(=O)NN)c1-n1cccc1,106.9,103.5,3.4,2.3,3.7,108.8,6.8,3.9,2.0
O=C(O)C1CCCCN1S(=O)(=O)c1ccc2ccccc2c1 (centres undefined),91.2,95.5,4.3,1.9,2.0,103.3,3.9,-0.5,0.0
CC(C)(CNC(=O)c1ccc(NS(=O)(=O)c2ccc(Br)cc2)cc1)N1CCOCC1,101.2,93.4,0.7,-5.3,2.1,106.5,-2.3,0.8,3.0
CC1=Nc2ccccc2/C1=C\c1sc(Nc2ccc(C)cc2)nc1O,101.9,94.1,-77.0,0.0,-10.1,99.6,-10.2,0.7,1.0
O=C(c1cccc(Cl)c1)N1CCN(c2ccc(N3CCOCC3)nn2)CC1,106.4,96.9,3.9,23.3,4.6,108.2,-1.9,-1.5,0.0
COc1cccc(OC)c1OCCCCCc1c(C)n[nH]c1C,101.3,113.9,-8.9,8.8,2.5,104.1,-7.3,-2.1,0.0
COc1ccc(CNC(=O)CNC(C)c2ccc(F)cc2)cc1 (centres undefined),92.8,105.6,-1.0,-2.9,0.5,104.2,-9.2,-1.4,3.0
CC1CCCN(c2ccc(C(=O)NCc3ccccc3)cn2)C1 (centres undefined),88.7,92.0,-3.8,3.0,8.9,93.5,1.2,-2.7,2.0
O=C(CSC1CN(C(c2ccccc2)c2ccccc2)C1)N/N=C/c1ccccc1,104.5,96.4,12.4,1.4,6.2,100.6,-5.4,-0.9,1.0
c1ccc(OCCN2CCN(C(c3ccccc3)c3ccccc3)CC2)cc1,100.3,94.3,1.7,9.7,0.6,98.1,3.8,-1.1,2.0
Cc1ccc(/C=N/NC(=O)CSCc2ccc(Cl)cc2)cc1,74.7,87.4,1.1,-7.0,2.6,91.0,5.0,0.9,0.0
Cc1c(C(=O)OCC(=O)N2CCN(c3ccccc3)CC2)oc2ccccc12,79.8,105.9,-4.1,2.1,/,91.5,/,/,0.0
Cc1ccc(CNC(=O)c2cccc(OCc3c(C)noc3C)c2)cc1,89.6,103.3,2.3,3.8,1.9,/,0.3,0.5,1.0
CCN1C(=O)C(C(=O)Nc2ccc(OC)cc2)C2CC1(C)Oc1ccccc12 (centres undefined),104.0,102.8,-3.4,-0.4,0.1,105.5,-0.3,-1.7,1.0
CCOC(=O)CN1CC23C=CC(O2)C(C(=O)Nc2cc(OC)ccc2OC)C3C1=O (centres undefined),100.0,94.7,-10.8,18.8,-11.5,106.6,-14.5,-2.2,3.0
COc1ccc(N2CC(C(=O)N3CCN(c4ccccc4OC)CC3)CC2=O)cc1 (centres undefined),108.6,98.9,3.9,5.8,1.9,99.3,6.6,0.4,2.0
Cc1cc(C)cc(NC(=O)N2CCN(Cc3ccc4c(c3)OCO4)CC2)c1,102.1,91.1,-3.2,-8.5,4.0,112.8,2.9,0.0,0.0
CC1CCN(c2ccccc2NC(=S)NC(=O)c2cccs2)CC1,99.8,102.1,4.0,-3.1,-3.4,99.5,1.9,0.6,4.0
CCNS(=O)(=O)c1ccc(OC)c(C)c1,94.1,103.5,-3.6,11.3,-1.9,95.0,-3.8,-2.7,0.0
CCc1nc(SCC(=O)c2ccc3c(c2)OCCO3)c2ccccc2n1,104.7,88.7,-7.4,-10.3,9.2,93.9,10.8,0.8,7.0
O=C(NCC(c1ccco1)N1CCCCC1)c1cc2c(s1)CCCC2 (centres undefined),93.3,87.4,0.5,-19.2,9.5,93.8,9.8,/,0.0
Cc1ccc([N+](=O)[O-])cc1S(=O)(=O)Nc1ccc(-c2ccc(N3CCOCC3)nn2)cc1,107.3,99.1,4.7,8.6,1.6,105.2,-4.4,1.6,2.0
Cc1ccc2occ(C3N[C@H](C(=O)O)CS3)c(=O)c2c1 (some centres undefined),97.0,100.8,8.4,-9.0,10.5,100.3,13.0,1.4,3.0
CCN(Cc1ccncc1)C(=O)c1ccc(C)o1,99.3,100.4,2.9,2.1,8.3,98.7,7.5,1.6,0.0
CC(=O)C1CCCN(C(=O)c2ccc3oc(CCc4ccccc4)nc3c2)C1 (centres undefined),93.0,93.2,-7.6,20.2,4.2,90.5,-2.6,0.4,1.0
COCCn1cnc2c1c(=O)n(CC(=O)OCC(=O)NCC(F)(F)F)c(=O)n2Cc1ccccc1,94.1,101.2,-2.2,11.3,4.3,92.1,2.9,2.0,0.0
Nc1nc(N)nc(-c2ccc(Cl)cc2)n1,99.2,92.3,-2.6,-0.4,4.0,98.2,-2.9,1.0,3.0
COC(=O)c1c(SCc2cccc3ccccc23)nc(=O)[nH]c1C,105.6,105.4,0.2,-0.4,8.5,107.8,5.0,0.9,4.0
COc1ccc(C2C(C(=O)N3CCCC3)CC(=O)N2c2ccc(OC)cc2)cc1 (centres undefined),96.0,115.4,1.6,-25.1,7.7,107.0,5.3,-3.1,10.0
O=C(OCC(=O)c1c[nH]c2ccccc12)C1=COCCO1,94.4,166.1,-2.4,-2.1,0.7,103.9,1.2,-0.8,0.0
COc1ccc(/C=N/n2c(=O)[nH]c3c([nH]c4ccc(Br)cc43)c2=O)cc1CN1CCOCC1,93.6,93.3,1.9,-1.7,3.3,94.8,1.7,-0.9,0.0
NC(=O)c1ccccc1NC(=O)CCn1c(=S)oc2ccccc21,102.0,86.8,4.3,-15.5,4.5,99.1,-1.0,-0.1,0.0
C=CCn1c(=NC(=O)C2CC2)sc2cc(NC(C)=O)ccc21,95.3,98.0,6.4,1.5,4.7,99.6,8.1,-2.2,30.0
O=C(NCc1ccccc1Cl)C(=O)NCC1OCCN1S(=O)(=O)c1cccs1 (centres undefined),104.3,96.3,11.0,3.2,2.7,101.2,0.8,-4.5,2.0
CC1CN(S(=O)(=O)c2cccc(C(=O)Nc3cc(Cl)ccc3N3CCOCC3)c2)CC(C)O1 (centres undefined),92.3,115.4,-0.6,2.4,0.6,93.1,-4.0,/,3.0
Cc1ccc(N2CC(C(=O)NCc3ccco3)CC2=O)cc1Cl (centres undefined),95.7,106.9,-1.9,12.3,4.4,100.5,0.3,0.8,0.0
COc1ccc(Br)cc1CN(C)CC(=O)Nc1cc(Cl)ccc1Cl,109.1,101.6,2.9,0.5,4.1,103.9,5.5,3.4,2.0
O=c1ccn(Cc2ccccc2)c(=O)n1Cc1ccccc1,102.0,92.5,-3.1,3.9,5.3,98.0,6.9,0.4,3.0
COc1ccc(CNC(=O)c2cccc(C)c2[N+](=O)[O-])cc1,97.3,101.0,-1.7,-6.5,2.8,94.4,4.0,-0.3,4.0

# Profiles as entered above:
# Profile of Cc1ccc(N2CC(C(=O)NCc3ccco3)CC2=O)cc1Cl (centres undefined) → CIT2-GFP yeast: 95.7; CR mimetic SO: 106.9; GLD-1 RNA inh: -1.9; VLA-4 inh: 12.3; BCLXL inh: 4.4; AGP1-GFP MLPCN: 100.5; MCL1 BIM primary: 0.3; MEX-5 binding: 0.8; GRK2 inh: 0.0
# Profile of COc1cccc(OC)c1OCCCCCc1c(C)n[nH]c1C → CIT2-GFP yeast: 101.3; CR mimetic SO: 113.9; GLD-1 RNA inh: -8.9; VLA-4 inh: 8.8; BCLXL inh: 2.5; AGP1-GFP MLPCN: 104.1; MCL1 BIM primary: -7.3; MEX-5 binding: -2.1; GRK2 inh: 0.0

# Carrying on.
SMILES,CIT2-GFP yeast,CR mimetic SO,GLD-1 RNA inh,VLA-4 inh,BCLXL inh,AGP1-GFP MLPCN,MCL1 BIM primary,MEX-5 binding,GRK2 inh
O=C(COC(=O)Cc1ccccc1F)NCc1ccc(Cl)cc1,98.5,92.6,0.7,2.7,/,96.7,/,/,1.0
O=C(Cn1c(=O)c(=O)n(Cc2ccccc2)c2ccc(Cl)cc21)Nc1ccc(F)cc1F,98.7,104.2,1.9,0.0,7.7,101.2,3.1,-4.2,0.0
Cc1cccnc1CCNC(=O)CCc1nnc(-c2ccccc2)o1,97.1,98.5,0.2,12.0,-1.9,94.3,-2.6,1.3,0.0
O=S(=O)(c1ccccc1OC(F)(F)F)N1CCN(c2ccnc3cc(Cl)ccc23)CC1,100.3,106.6,5.8,0.5,1.5,104.1,-1.5,-0.1,77.0*
O=C(COc1ccc2ccccc2c1)NCCc1ccc2c(c1)OCCO2,95.7,113.5,-1.5,10.3,0.7,95.5,-1.0,5.1,0.0
Cc1ccc(C)c(OC(=O)c2cccnc2Cl)c1C,99.8,91.0,-5.0,25.2,10.3,94.9,6.7,-2.5,0.0
Cc1ccc(Cl)c(NC(=O)CSc2n[nH]c(=O)n2C2CC2)c1Cl,91.7,86.5,-3.9,-4.3,-38.5,94.2,-38.1,/,0.0
CC(/C=C1\SC(=S)N(NC(=O)c2ccccc2C)C1=O)=C\c1ccccc1,89.9,96.0,-5.5,21.1,-7.8,96.7,-1.7,2.4,6.0
Cc1ccccc1OCC(=O)OCC(=O)NCC1CCCO1 (centres undefined),103.4,101.8,3.9,20.8,4.4,101.8,8.3,-0.3,1.0
CN1CCN(NC(=O)c2c(-c3ccccc3)sc3ccccc23)CC1,/,123.5,1.1,3.0,/,/,/,/,0.0
CCNc1nc(NCC)nc(N2CC(=O)N(CC(=O)OCC)C2=N)n1,102.0,106.4,-0.1,6.8,-0.3,98.3,4.6,3.1,3.0
COc1cccc(CN2CCN(C3CCOCC3)CC2CCO)c1 (centres undefined),97.0,98.4,-6.1,/,-2.2,100.6,1.7,-2.6,4.0
O=C(COC(=O)c1ccco1)Nc1ccccc1[N+](=O)[O-],93.9,102.2,-1.6,2.5,6.8,103.7,9.7,-1.3,1.0
COc1cc(C(=O)ON=C2C(C)=CC(=O)C=C2C)cc(OC)c1OC,106.6,92.9,-2.1,-9.2,7.8,100.5,8.4,-0.7,0.0
CCC(=O)N1CCc2cc(Br)cc(S(=O)(=O)N3CCN(C(=O)c4ccco4)CC3)c21,104.6,98.5,-1.6,20.7,-0.1,103.8,-0.2,1.9,0.0
O=C(NCC(=O)N1CCN(c2ccccc2)CC1)c1ccc(Br)o1,87.0,102.2,-1.9,-0.3,4.6,88.9,-6.1,0.0,1.0
CNC(=O)CN1C(=O)NC(c2ccccc2)(c2ccccc2)C1=O,114.8,93.8,6.4,-1.4,-3.3,103.8,-9.7,2.2,1.0
Cc1ccc(C)c(NC(=O)CN(C)C(=O)c2ccccc2OCc2ccc(Cl)cc2)c1,96.9,102.6,-1.9,2.5,0.8,108.6,-3.7,2.5,0.0
CC(NCCC(Cc1ccccc1)c1ccco1)c1ccccc1 (centres undefined),101.5,112.8,5.1,-42.5,7.9,105.2,6.0,0.1,11.0
Cc1nn(-c2ccccc2)c(C)c1/C=N/NC(=O)c1cccs1,96.4,83.1,8.0,-11.8,4.7,97.7,0.2,-3.5,1.0
O=C(Nc1nnc(-c2ccccc2F)s1)C1CCCO1 (centres undefined),95.7,99.4,0.3,5.7,6.8,/,22.1,1.3,3.0

# GLD-1 RNA inh: hit marks shown above
compound	CIT2-GFP yeast	GLD-1 RNA inh	VLA-4 inh	BCLXL inh	AGP1-GFP MLPCN	MCL1 BIM primary	MEX-5 binding	GRK2 inh
CCC(=O)OC1(C)C(=O)C=C2C=C(CCCCNC(=O)OC(C)(C)C)OC=C2C1=O (centres undefined)	72.0	50.1*	2.0	26.2	82.6	32.6	-20.4	0.0
